High-throughput results deposited in PubChem by Broad Institute.
SIRT5 inh: SIRT5 desuccinylase inhibitors, primary screen, biochemical, fluorescence imaging, single point, set 5; inhibition, % at 15 µM; AID 652115, 2013; hit rate 1.1% among 330,000; NAD-dependent protein deacylase sirtuin-5, mitochondrial (Homo sapiens), Q9NXA8; Purified SirT5, succinyl-peptide AMC, trypsin-coupled fluorescence; in the data active = inhibition above about 15%; inconclusive = no clear call, values can overlap the other calls
Target sequence (Q9NXA8 whole entry, looked up): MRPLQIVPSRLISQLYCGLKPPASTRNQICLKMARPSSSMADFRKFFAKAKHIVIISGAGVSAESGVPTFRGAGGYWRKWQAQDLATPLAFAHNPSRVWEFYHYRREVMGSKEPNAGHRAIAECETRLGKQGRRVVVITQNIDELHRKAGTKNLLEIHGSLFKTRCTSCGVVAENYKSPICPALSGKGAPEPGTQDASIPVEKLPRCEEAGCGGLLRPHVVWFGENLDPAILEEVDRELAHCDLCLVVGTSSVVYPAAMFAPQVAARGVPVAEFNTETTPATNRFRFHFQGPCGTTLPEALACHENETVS
CFTR F508del cor: F508del CFTR correction, initial screen, CFBE line, single point | CFBE cells, YFP halide quenching; stimulated with forskolin plus potentiator P3; % fluorescence drop versus neutral controls | activity (quench increase), % at 7.58 µM | hit rate 0.36% among 350,000;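 active = mean added fluorescence quench of at least 8% versus neutral control, with both replicates also reaching 8%; inconclusive = only one of the mean or replicate conditions met; inactive = mean below 8% and not both replicates reaching 8%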;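 also: cells transiently co-express mutant CFTR-F508del with the halide-sensitive YFP; corrector assay measuring rescue of mutant channel to the surface after 24 h compound exposure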
miR122 inh: miR-122 Renilla sensor signal increase in Huh7, primary screen, miR-122 inhibitor project, cell-based, single point, plate reader; hit rate 0.3% among 340,000; AID 602342, 2012; Huh7 miR-122 Renilla luciferase sensor, 48 h; neutral wells = 0, positive control = 100; activation (reporter increase), % at 12.5 µM;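 active = mean replicate activation score at least 90 and every replicate individually at or above 90; inconclusive = only one of the two criteria met; inactive = neither criterion met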;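 also: higher luciferase means less miR-122 activity so hits act as miR-122 inhibitors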
Casp6 inh: human caspase-6 inhibitors, primary screen, biochemical, VEID-R110 fluorescence, single point, set 2 | inhibition, % at 12.5 µM | hit rate 0.53% among 350,000 | purified caspase-6, Z-VEID-R110 cleavage fluorescence | P55212;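 active = mean inhibition across replicates at least about 35%, with every replicate also reaching that limit, limit read from the data; inconclusive = only one of the two criteria met; inactive = neither criterion met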;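 also: 0% = median of neutral control wells and 100% = no fluorescence left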
Target sequence (P55212 24-179 limits assumed): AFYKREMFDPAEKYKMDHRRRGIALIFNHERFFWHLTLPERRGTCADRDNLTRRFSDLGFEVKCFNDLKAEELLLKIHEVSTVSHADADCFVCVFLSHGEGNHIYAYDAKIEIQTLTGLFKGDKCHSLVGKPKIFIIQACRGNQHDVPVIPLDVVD
Target sequence (P55212 194-293 limits assumed): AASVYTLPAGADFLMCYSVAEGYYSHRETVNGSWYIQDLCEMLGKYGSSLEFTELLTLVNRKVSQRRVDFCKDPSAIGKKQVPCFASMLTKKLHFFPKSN
DENV2 CPE: inhibitors of DENV2 cytopathic effect, primary screen, cell-based, plate reader, single concentration | DENV2-infected cells, cytopathic effect rescue | CPE inhibition, % at 9.99 µM | hit rate 1.7% among 350,000 | AID 651640, 2012; in the data active = CPE inhibition above about 20%, passing the limit was not always enough; inconclusive = no clear call, values can overlap the other calls; tested in BHK-21 cells;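 also: 0% = median of neutral control wells and 100% = median of positive control wells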
ERp5 block: inhibitors of ERp5-driven insulin aggregation, primary screen, biochemical, turbidity, absorbance 650 nm, single point. Protein disulfide-isomerase A6 (Homo sapiens), Q15084. 90 min. inhibition, % at 9.99 µM. hit rate 0.05% among 350,000. AID 651711, 2012;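 active = mean replicate inhibition above about 25%, with every replicate also reaching it, limit read from the data, passing the limit was not always enough; inconclusive = only one of those two criteria met; inactive = neither criterion met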
Target sequence (Q15084 whole entry, looked up): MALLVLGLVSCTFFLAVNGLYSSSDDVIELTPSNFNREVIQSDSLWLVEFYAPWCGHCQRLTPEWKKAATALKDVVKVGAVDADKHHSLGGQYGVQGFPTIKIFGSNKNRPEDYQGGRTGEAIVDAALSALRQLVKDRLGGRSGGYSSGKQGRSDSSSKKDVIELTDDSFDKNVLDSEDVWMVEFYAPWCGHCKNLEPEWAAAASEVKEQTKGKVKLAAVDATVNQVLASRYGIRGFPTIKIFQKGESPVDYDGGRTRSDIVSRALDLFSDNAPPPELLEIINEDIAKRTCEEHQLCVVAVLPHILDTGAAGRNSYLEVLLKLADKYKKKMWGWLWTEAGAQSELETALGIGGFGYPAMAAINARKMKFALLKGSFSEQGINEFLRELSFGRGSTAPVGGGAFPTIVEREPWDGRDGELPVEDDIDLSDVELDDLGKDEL
ERAP1 inh: human ERAP1 aminopeptidase inhibitors, primary screen, biochemical, single point, plate reader; AID 652197, 2013; recombinant ERAP1, Leu-AMC fluorescence, 60 min; Endoplasmic reticulum aminopeptidase 1 (Homo sapiens), Q9NZ08; inhibition, % at 10.7 µM; hit rate 0.15% among 340,000;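 active = mean replicate inhibition of at least 30%, or all replicates individually reaching that 30% level; inactive = mean below 30% and not every replicate reaching it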;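 also: 0% = neutral control wells and 100% = L-leucinethiol positive control wells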
Active calls of the source: *; u = inconclusive; x = no result given; [ ] = another dose, or the depositor's remark.

SMILES	SIRT5 inh	CFTR F508del cor	miR122 inh	Casp6 inh	DENV2 CPE	ERp5 block	ERAP1 inh
CCCC(C)C(=O)Nc1cc([N+](=O)[O-])ccc1F (configuration not stated)	10.5	x	-1.1	2.3	-2.7	-0.3	-1.0
COCCn1c(N)c(Sc2ccc(C)cc2)c(=O)[nH]c1=O	-3.5	2.7	-5.7	-0.1	0.1	1.6	-3.0
CCCNC(=O)Nc1ccc2c(c1)OC[C@H](C)N(C(=O)c1ccccc1F)C[C@@H](C)[C@H](OC)CN(C)C2=O	1.7	-1.2	x	-0.3	40.1*	-1.1	-4.5
COc1ccccc1CC(=O)c1ccccc1OC	x	-1.7	-2.1	-2.4	-1.4	3.8	0.5
CCOC(=O)[C@]12CCCC=C1N(Cc1ccco1)C(=O)[C@H](CC(=O)NCCC(C)C)C2	1.9	-4.7	x	2.4	-2.4	-1.9	2.0
CCCCN1C(=O)CC2CCOC21C (configuration not stated)	x	3.5	-1.1	4.3	-1.5	-0.6	-0.5
COc1ccc(/C=C(\NC(=O)c2ccco2)C(=O)N2CCOCC2)cc1	8.6	0.2	-6.9	0.0	2.3	-0.9	0.6
COC(=O)c1c(NC(=O)C(C)C)sc(C(=O)N2CCOCC2)c1C	-2.7	6.0	-0.5	-2.0	-5.7	1.4	-1.6
CN(C)CCC=C1c2ccccc2CCc2ccccc21	-1.7	-14.2	0.6	-1.6	1.3	2.3	-0.4
O=C(c1ccccc1)c1nccc2ccccc12	-3.9	x	-1.1	-3.9	1.1	1.3	4.7
O=C(Nc1ccccc1)Nc1ccc2c(c1)[C@H]1C[C@H](CC(=O)N3CCOCC3)O[C@H](CO)[C@H]1O2	x	3.8	-3.6[16.7 µM]	x	-0.8	x	x
C[C@H]1CN([C@@H](C)CO)C(=O)c2cc(NC(=O)Nc3ccc(F)cc3)ccc2O[C@H]1CN(C)C	-1.2	1.8	-3.3[16.7 µM]	2.6	-0.7	-6.1	-1.0
CC(C)(C)[S@](=O)N1Cc2cc(C(=O)N3CCCCC3)nc(-c3cccc(-c4ccc(C#N)cc4)c3)c2[C@@H]1CCO	2.6	2.4	x	-1.1	0.8	-3.7	0.6
COc1ccc(NC(=O)N(C)C[C@H]2Oc3ccc(NS(=O)(=O)c4c(C)noc4C)cc3CC(=O)N([C@@H](C)CO)C[C@@H]2C)cc1	0.5	0.8	-2.0[16.7 µM]	-1.1	3.2	-4.4	2.4
CCC1=C(NCc2ccccc2)COC1=O	-0.6	-0.1	-7.2	-0.6	2.8	1.5	1.6
Cc1onc(-c2ccccc2Cl)c1C(=O)NCCCc1ccccc1	-0.8	-2.1	1.2	-0.7	-5.2	0.0	-1.0
N#Cc1cccc(C(=O)Nc2ccc(S(=O)(=O)Nc3nccs3)cc2)c1	-2.5	0.8	x	1.9	6.9	-8.6	3.8
CC(C)[C@H]1C(=O)Nc2ccccc2N1C(=O)N[C@@H](Cc1ccccc1)C(=O)N[C@H](C(=O)O)c1ccccc1	1.2	2.8	1.1	2.4	1.0	5.0	1.7
CCc1nccn1S(=O)(=O)c1ccc(OC)c(OC)c1	x	-1.7	-0.8	26.5	u	-0.5	-0.9
COc1cccc(S(=O)(=O)N2CCCCN3[C@H](C2)[C@H](c2ccc(C#CC(C)C)cc2)[C@@H]3CO)c1	0.0	-2.4	0.2[16.7 µM]	1.3	14.8	-3.4	1.8
COc1ccc(NC(=O)N2CC(=O)N3[C@H](C2)[C@@H](c2ccc(Br)cc2)[C@@H]3CO)cc1	-0.6	-2.4	x	2.2	-6.1	-1.1	-2.2
COc1cc(C(=O)NC2CCN(Cc3ccccc3)CC2)cc(Cl)c1OC	-7.7	1.8	x	-0.3	0.9	1.0	-0.4
C[C@H]1CN([C@@H](C)CO)C(=O)c2cc(NS(=O)(=O)c3ccccc3)ccc2O[C@H]1CN(C)Cc1ccccc1	0.9	2.6	0.8[16.7 µM]	0.9	10.1	2.1	-1.6
CCc1ccc(OCC(=O)OC(C)C(=O)Nc2ccc(Cl)cn2)cc1 (configuration not stated)	-2.5	-4.3	-2.1	-1.0	-6.7	4.6	-2.4
CC(C)(C)[S@](=O)N1Cc2cc(C(=O)NCc3ccc4c(c3)OCO4)nc(-c3cccc(-c4ccncc4)c3)c2[C@@H]1CCO	3.9	-0.5	x	-2.1	-4.8	2.8	0.6
CC(C)NC(=O)N(C)C[C@@H]1Oc2c(NC(=O)Nc3ccc4c(c3)OCO4)cccc2C(=O)N([C@@H](C)CO)C[C@H]1C	x	-0.7	3.9[16.7 µM]	x	-6.3	x	x
CC(O)c1cccc(N=Cc2ccc3ccccc3c2O)c1 (configuration not stated)	-5.1	0.0	-4.6	-1.1	-5.6	4.0	-2.3
CN1CCN(C(=O)C[C@@H]2CC[C@H]3[C@@H](COC[C@H](O)CN3C(=O)Cc3ccccc3)O2)CC1	4.0	0.6	-3.7[16.7 µM]	-3.7	2.1	1.5	-2.0
CNC[C@@H]1Oc2cc(C#CCOC)ccc2S(=O)(=O)N([C@@H](C)CO)C[C@@H]1C	-1.9	1.4	7.6[16.7 µM]	-0.6	0.1	-1.9	-1.4
C[C@H](NC(=O)[C@@H]1[C@@H](CO)[C@@H]2Cn3c(ccc(-c4cccc(F)c4)c3=O)[C@@H]2N1C)c1ccccc1	-2.9	-1.8	x	3.8	-5.9	10.8	5.7
CS(=O)(=O)c1ccc(S(=O)CC(=O)OCc2ccccc2)c([N+](=O)[O-])c1 (configuration not stated)	-0.7	2.0	x	7.7	-3.3	-3.2	1.8
COc1ccc(OC)c2c1cc(C(=O)N[C@@H](Cc1ccccc1)C(=O)O)n2C	-0.3	-2.1	-7.1	7.9	0.3	8.9	3.9
C[C@H](CO)N1C[C@H](C)[C@@H](CN(C)Cc2ccccc2)Oc2ccc(NC(=O)Nc3ccc(C(F)(F)F)cc3)cc2C1=O	1.3	3.9	4.5[16.7 µM]	1.7	-8.1	-4.8	0.0
C=CCn1c(SCC(=O)OCC)nc(C(F)(F)F)cc1=O	3.0	2.3	6.0	-4.4	-0.1	-0.6	1.4
O=C(Nc1ccc(O)cc1)c1ccc2c(c1)C(=O)N(Cc1ccccc1)C2=O	-3.3	-0.7	-7.9	-0.3	-8.2	1.0	2.4
O=C(NCc1ccc2c(c1)OCO2)c1n[nH]c(=O)c2ccccc12	2.1	x	-10.7	0.9	-6.1	-1.9	-9.2
COc1cccc(CNC(=O)C[C@@H]2CC[C@@H](NC(=O)C3CC3)[C@@H](CO)O2)c1	0.2	1.1	x	2.6	-3.5	0.2	0.5
COc1cccc(NC(=O)CN(C)C(=O)c2ccc(OCc3ccccc3)c(OC)c2)c1	-2.3	0.3	-2.4	0.7	-8.2	-0.8	0.9
CCCNC(=O)[C@@H]1[C@@H](CO)[C@@H]2Cn3c(ccc(-c4ccncc4)c3=O)[C@H]1N2Cc1ccccc1F	-3.7	x	x	-0.7	-6.0	-1.5	-0.9
COc1ccc(CNC(=O)Cn2nc(C)c3c(C)n(-c4ccc(C)cc4)nc3c2=O)cc1OC	9.3	1.7	-10.2	-3.0	7.5	4.3	1.6
CC(C)(C)NC(=O)CC(CC(=O)O)c1ccccc1 (configuration not stated)	x	-0.7	x	-1.2	-4.7	1.0	0.0
O=C(CN1C(=O)NC2NC(=O)NC21)N/N=C/c1ccccc1O (configuration not stated)	-2.3	0.7	x	-2.1	16.2	2.8	-2.0
S=C(NCc1cccs1)Nc1ccccc1	-2.3	x	x	-0.9	6.9	6.3	3.8
O=C(CNC(=O)c1ccccc1Br)N/N=C\c1cc([N+](=O)[O-])cc(Br)c1O	3.6	-0.8	0.7	1.7	-1.8	5.2	5.9
Cc1ccc(S(=O)(=O)NC2(C(=O)O)CCCC2)cc1	-7.1	2.6	x	-1.1	-10.3	6.4	-3.4
CC[C@@]1(C(=O)OC)N[C@H](CN(C)C(=O)COc2ccccc2)[C@@H]2C(=O)N(C)C(=O)[C@@H]21	x	-0.4	x	-4.1	3.6	-2.3	1.7
CO[C@@H]1CN(C)C(=O)c2cc(NC(=O)c3cc(C)on3)ccc2OC[C@@H](C)N(S(=O)(=O)c2ccc(F)cc2)C[C@H]1C	x	2.6	x	-2.2	0.2	9.6	1.1
C[C@H](CO)N1C[C@H](C)[C@@H](CN(C)C(=O)Nc2ccc(C(F)(F)F)cc2)Oc2ccc(NS(=O)(=O)c3ccc(F)cc3)cc2CC1=O	0.4	0.3	0.5[16.7 µM]	x	0.0	4.1	-2.0
CC(=O)N1[C@H](C(=O)N(C)C)[C@@H](CO)[C@@H]2Cn3c(ccc(-c4ccccc4F)c3=O)[C@@H]21	-10.2	x	x	1.4	34.4*	3.7	-2.2
CC1(C)Cc2c(sc(NC(=O)Nc3ccccc3)c2C(N)=O)CO1	-1.8	1.6	x	-0.1	-4.5	1.2	-2.0
N/C(=N\OC(=O)CC(c1ccccc1)c1ccccc1)c1cccnc1	2.1	0.8	x	0.6	-5.6	2.1	5.4
C[C@H](NC(=O)C1CC(=O)N(c2ccc3c(c2)OCO3)C1)C(=O)NC1CCCC1 (some centres not stated)	-1.1	-1.7	-5.4	1.4	-3.4	-1.0	1.2
CC(C)CN(CCCNC(=O)CC1Oc2ccccc2NC1=O)CC(C)C (configuration not stated)	-2.9	-1.6	-0.6	-3.5	x	4.1	1.5
CCC(=O)N1CC2(C1)CN(C(=O)Nc1ccccc1F)[C@@H](CO)c1[nH]c3cc(OC)ccc3c12	-1.8	-2.1	x	3.1	-0.7	4.9	2.8

Entries shown so far containing fluorine, in the order listed:
SMILES	SIRT5 inh	CFTR F508del cor	miR122 inh	Casp6 inh	DENV2 CPE	ERp5 block	ERAP1 inh
CCCC(C)C(=O)Nc1cc([N+](=O)[O-])ccc1F (configuration not stated)	10.5	x	-1.1	2.3	-2.7	-0.3	-1.0
CCCNC(=O)Nc1ccc2c(c1)OC[C@H](C)N(C(=O)c1ccccc1F)C[C@@H](C)[C@H](OC)CN(C)C2=O	1.7	-1.2	x	-0.3	40.1*	-1.1	-4.5
C[C@H]1CN([C@@H](C)CO)C(=O)c2cc(NC(=O)Nc3ccc(F)cc3)ccc2O[C@H]1CN(C)C	-1.2	1.8	-3.3[16.7 µM]	2.6	-0.7	-6.1	-1.0
C[C@H](NC(=O)[C@@H]1[C@@H](CO)[C@@H]2Cn3c(ccc(-c4cccc(F)c4)c3=O)[C@@H]2N1C)c1ccccc1	-2.9	-1.8	x	3.8	-5.9	10.8	5.7
C[C@H](CO)N1C[C@H](C)[C@@H](CN(C)Cc2ccccc2)Oc2ccc(NC(=O)Nc3ccc(C(F)(F)F)cc3)cc2C1=O	1.3	3.9	4.5[16.7 µM]	1.7	-8.1	-4.8	0.0
C=CCn1c(SCC(=O)OCC)nc(C(F)(F)F)cc1=O	3.0	2.3	6.0	-4.4	-0.1	-0.6	1.4
CCCNC(=O)[C@@H]1[C@@H](CO)[C@@H]2Cn3c(ccc(-c4ccncc4)c3=O)[C@H]1N2Cc1ccccc1F	-3.7	x	x	-0.7	-6.0	-1.5	-0.9
CO[C@@H]1CN(C)C(=O)c2cc(NC(=O)c3cc(C)on3)ccc2OC[C@@H](C)N(S(=O)(=O)c2ccc(F)cc2)C[C@H]1C	x	2.6	x	-2.2	0.2	9.6	1.1
C[C@H](CO)N1C[C@H](C)[C@@H](CN(C)C(=O)Nc2ccc(C(F)(F)F)cc2)Oc2ccc(NS(=O)(=O)c3ccc(F)cc3)cc2CC1=O	0.4	0.3	0.5[16.7 µM]	x	0.0	4.1	-2.0
CC(=O)N1[C@H](C(=O)N(C)C)[C@@H](CO)[C@@H]2Cn3c(ccc(-c4ccccc4F)c3=O)[C@@H]21	-10.2	x	x	1.4	34.4*	3.7	-2.2
CCC(=O)N1CC2(C1)CN(C(=O)Nc1ccccc1F)[C@@H](CO)c1[nH]c3cc(OC)ccc3c12	-1.8	-2.1	x	3.1	-0.7	4.9	2.8
